Mito fusion act: qHTS Assay for Small Molecule Inhibitors of Mitochondrial Division or Activators of Mitochondrial Fusion. Potency, µM (highest dose often 46.1 µM), inactives show at the highest dose growth rescue (activation), actives largely listed as activators. S. cerevisiae fusion-defective mutant growth rescue, CellTiterGlo 48 h. hit rate 0.23% among 320,000;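 also: potency is read from the fitted curve at half-maximal effect; % of control where 0% means no effect; nearly all actives have a fitted effect of over 45% in size; temperature-sensitive fusion mutants such as fzo1-1 at 37 °C on non-fermentable ethanol glycerol medium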
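Growth-rescue viability read-out: after 48 h at the non-permissive 37C in glycerol/ethanol YPEG, yeast mitochondrial fusion mutants are measured by CellTiterGlo luminescence; compounds (23 nl pinned per well) restoring growth score as division inhibitors or fusion activators.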
KCNH2 3.1 inh: qHTS for Inhibitors of KCHN2 3.1: Mutant qHTS; Potassium voltage-gated channel subfamily H member 2, brain isoform KCNH2 3.1 (human); U2OS KCNH2 3.1, thallium flux FluxOr; stronger effect = lower value; activity change, % (tested at about 1.8 µM); hit rate 0.95% among 340,000; AID 720553, 2013;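 active = maximum activity change below -70%; inconclusive = maximum activity change from -70% to -50%; inactive = maximum activity change above -50%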;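 also: thallium influx rate constant from kinetic fluorescence after stimulation buffer; % is scaled to controls: 0 for no effect and ±100 for the full control effect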
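Thallium flux read-out: FluxOr dye with Red40 quencher in HBSS/HEPES, 45 min at RT. Rate constants from kinetic reads were normalized to positive and negative DMSO controls. Cells: U2OS virally expressing the 3.1 isoform.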
NPC1 promoter act: qHTS Assay for NPC1 Promoter Activators; Huh7 NPC1 promoter luciferase reporter, 24 h; Potency, µM (top dose mostly 9.22 µM), for inactives: at the top dose activation, usual class: activators; hit rate 2.4% among 320,000; AID 485313, 2010;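 also: potency is read from the fitted curve at half-maximal effect; % of control where 0% means no effect; nearly all actives have a fitted effect of over 60% in size; reporter is driven by a mutant NPC1 promoter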
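Stably transfected Huh7 (NPC1 promoter→luciferase), 1500 cells/well in Opti-MEM + 10% FBS, 2 h settle, then compound 24 h at 37 °C. Luminescence after 10 min with Amplite reagent.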
Menin-MLL TR inh: qHTS Assay for Inhibitors Targeting the Menin-MLL Interaction in MLL Related Leukemias: Competition With Texas Red Labeled MLL-derived Mutant Peptide; AID 1768, 2009; hit rate 0.23% among 270,000; Potency, µM (titrated, usually from 61.6 µM), for the others: at the highest dose FP activity change, negative = inhibition, most hits filed as inhibitors; Menin + Texas Red MLL mutant peptide, fluorescence polarization; active = well fitted inhibition curve with a large enough effect in the polarisation, with a control signal flat, not every such curve was filed as active; inconclusive = small, poorly fitted or top-dose-only effect, or effect the other way, or a change in a side signal; inactive = no such curve, though single readings can be large or run the other way; the % refers to the polarisation; also: potency is read from the fitted curve at half-maximal effect; % of control where 0% means no effect; many of its hits are not listed in these tables
RORg inh: qHTS for inhibitors of ROR gamma transcriptional activity. Nuclear receptor ROR-gamma (Mus musculus), P51450. Drosophila S2 Gal4-RORgamma UAS-luciferase reporter, 20 h. Potency, µM (doses to about 53.6 µM), for the others: top-dose activity change, negative = inhibition, hits mostly inhibitors. hit rate 5.4% among 310,000. AID 2551, 2010; also: potency is read from the fitted curve at half-maximal effect; % is scaled to controls: 0 for no effect and ±100 for the full control effect; nearly all actives have a fitted effect of over 60% in size
Target sequence (P51450 whole entry, looked up, the tested form may be a part): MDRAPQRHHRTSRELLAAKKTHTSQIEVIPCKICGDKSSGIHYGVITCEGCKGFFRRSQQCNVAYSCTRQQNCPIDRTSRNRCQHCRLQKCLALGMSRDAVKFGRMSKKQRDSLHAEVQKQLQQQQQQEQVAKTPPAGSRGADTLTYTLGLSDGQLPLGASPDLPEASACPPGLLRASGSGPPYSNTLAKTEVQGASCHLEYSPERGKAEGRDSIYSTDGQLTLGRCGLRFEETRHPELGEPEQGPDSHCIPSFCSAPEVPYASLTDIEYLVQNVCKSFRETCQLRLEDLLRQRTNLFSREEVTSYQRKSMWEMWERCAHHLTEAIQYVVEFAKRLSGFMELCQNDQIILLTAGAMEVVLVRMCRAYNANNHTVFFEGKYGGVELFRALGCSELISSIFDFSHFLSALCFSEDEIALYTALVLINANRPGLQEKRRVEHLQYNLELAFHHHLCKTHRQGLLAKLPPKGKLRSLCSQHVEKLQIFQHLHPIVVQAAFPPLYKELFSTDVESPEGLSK
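Luciferase reporter read in Schneider cells carrying Gal4-RORγ (mouse) and UAS-Photinus luciferase; cells given compound 1 h before 700 uM copper sulfate induction, then incubated 20 h at ambient temperature.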
VP16 counter: VP16 counterscreen qHTS for inhibitors of ROR gamma transcriptional activity; Drosophila S2 Gal4-VP16 UAS-luciferase, luminescence, 20 h; Potency, µM (doses to about 53.6 µM), for inactives: at the highest dose activity, negative = inhibition, usual class: inhibitors; hit rate 3.5% among 310,000; AID 2546, 2010;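 also: Gal4-VP16 expression switched on by copper sulfate through the metallothionein promoter; potency is read from the fitted curve at half-maximal effect; % is scaled to controls: 0 for no effect and ±100 for the full control effect; nearly all actives have a fitted effect of over 50% in size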
PKM2 activator: qHTS Assay for Activators of Human Muscle isoform 2 Pyruvate Kinase | AID 1631, 2009 | hit rate 0.34% among 260,000 | purified PKM2, Kinase-Glo ATP luminescence, activation; response scale: 0% is enzyme alone, no compound | Pyruvate kinase PKM (Homo sapiens), P14618 | Potency, µM (top dose mostly 57.5 µM), for the others: top-dose activation, hits mostly activators; also: potency is read from the fitted curve at half-maximal effect; % is scaled to controls: 0 for no effect and ±100 for the full control effect; nearly all actives have a fitted effect of over 55% in size
Target sequence (P14618 whole entry, looked up, canonical isoform): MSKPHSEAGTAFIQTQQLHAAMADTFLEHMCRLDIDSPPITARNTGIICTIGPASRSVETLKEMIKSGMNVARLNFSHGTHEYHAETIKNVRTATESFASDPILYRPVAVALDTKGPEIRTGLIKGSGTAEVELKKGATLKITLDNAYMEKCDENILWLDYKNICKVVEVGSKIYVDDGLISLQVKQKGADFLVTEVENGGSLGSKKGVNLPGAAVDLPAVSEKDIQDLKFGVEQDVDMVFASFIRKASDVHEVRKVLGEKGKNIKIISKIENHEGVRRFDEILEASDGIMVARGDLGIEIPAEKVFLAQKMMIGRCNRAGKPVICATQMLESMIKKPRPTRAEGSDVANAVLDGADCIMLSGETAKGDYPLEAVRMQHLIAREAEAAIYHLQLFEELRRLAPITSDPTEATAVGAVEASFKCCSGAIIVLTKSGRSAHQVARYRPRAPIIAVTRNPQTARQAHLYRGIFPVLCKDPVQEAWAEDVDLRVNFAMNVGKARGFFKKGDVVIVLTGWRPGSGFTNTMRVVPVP
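Kinase-Glo luminescence reports ATP generated from ADP (0.1 mM) and PEP (0.5 mM) by purified hPK-M2 after 1 h at room temperature, pH 7.2 imidazole buffer; intermediate enzyme activity allows detecting inhibitors and activators.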
Rab9 prom act: qHTS Assay for Rab9 Promoter Activators | Huh7 Rab9 promoter-luciferase reporter, luminescence, 24 h | Potency, µM (doses to about 9.22 µM), for inactives: top-dose activation, negative = inhibition, actives largely listed as activators | hit rate 2.8% among 320,000 | AID 485297, 2010; also: potency is read from the fitted curve at half-maximal effect; % of control where 0% means no effect; nearly all actives have a fitted effect of over 60% in size
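Promoter activation is measured as luciferase luminescence in Huh7 cells stably transfected with a Rab9 promoter–luciferase construct, following 24 h compound exposure at 37 °C and 10 min reagent incubation at ambient temperature.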
ELG1 repair inh: qHTS screen for small molecules that inhibit ELG1-dependent DNA repair in human embryonic kidney (HEK293T) cells expressing luciferase-tagged ELG1; HEK293T ELG1-luciferase reporter, luminescence, 16 h; DNA damage induced by 5-fluorouridine; Potency, µM (doses to about 46.1 µM), for the others: at the top dose activity change, negative = inhibition, hits mostly inhibitors; hit rate 2.3% among 330,000; also: potency is read from the fitted curve at half-maximal effect; % is scaled to controls: 0 for no effect and ±100 for the full control effect; nearly all actives have a fitted effect of over 55% in size
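Luminescence from the luciferase reporter, measured 30 min after ONE-Glo reagent at room temperature, was the read-out. Beforehand, 2,000 cells per well were exposed for 16 hr at 37 °C to 5-fluorouridine together with compound or vehicle.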
FLuc modulator: qHTS profiling assay for firefly luciferase inhibitor/activator using purifed enzyme and Km concentrations of substrates (counterscreen for miR-21 project); purified FLuc, Km substrates, luminescence inhibition; Potency, µM (doses to about 57.5 µM), without a hit: at the top dose activity change, negative = inhibition, hits mostly inhibitors; hit rate 6.9% among 360,000;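 also: potency is read from the fitted curve at half-maximal effect; plate controls were vehicle for no effect and reference inhibitor for full effect; nearly all actives have a fitted effect of over 55% in size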
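Purified P. pyralis luciferase, 10 nM final, with Km-level 10 uM D-luciferin and 10 uM ATP in 50 mM Tris acetate pH 7.5, 10 mM Mg acetate, 0.01% Tween-20, 0.05% BSA; 6-point qHTS titration about 60 µM downward; luminescence read.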
MBNL1-CUG inh: qHTS Assay for Inhibitors of MBNL1-poly(CUG) RNA binding; Muscleblind-like protein 1 (Homo sapiens), Q9NR56; TR-FRET MBNL1-His/biotin-(CUG)12 binding, 665/545 ratio; Potency, µM (top dose mostly 57.5 µM), for the others: at the top dose activity change, negative = inhibition, most hits filed as inhibitors; hit rate 0.036% among 280,000; active = well fitted inhibition curve with a large enough effect in the signal ratio, with a control signal flat, not every such curve was filed as active; inconclusive = small, poorly fitted or top-dose-only effect, or effect the other way, or a change in a side signal; inactive = no such curve, though single readings can be large or run the other way; the % refers to the signal ratio; also: potency is read from the fitted curve at half-maximal effect; % is scaled to controls: 0 for no effect and ±100 for the full control effect
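His-tagged MBNL1 binding to biotinylated (CUG)12 RNA was measured by TR-FRET using terbium anti-His antibody (0.055 ng/ul final) and streptavidin-XL665 (5 nM final). Compounds were titrated 92 nM to 58 uM; 60 min at room temperature.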
An asterisk follows results filed as active; ? = inconclusive; nt = not tested or not shown; & = joins results of further samples; [ ] = dose if it differs, or a comment. Unless noted, calls follow the shape of the dose curve; as a rule, active = well fitted curve in the direction sought with a large enough effect; inconclusive = small, poorly fitted or top-dose-only effect, or another doubt; inactive = no such curve, though single readings can be large; an effect the other way counts as inactive or inconclusive. The list is partial; rates above refer to the full screens.

SMILES	Mito fusion act	KCNH2 3.1 inh	NPC1 promoter act	Menin-MLL TR inh	RORg inh	VP16 counter	PKM2 activator	Rab9 prom act	ELG1 repair inh	FLuc modulator	MBNL1-CUG inh
Cc1ccc(SCc2ccc(C(=O)Nc3nccs3)o2)cc1	10%	-3	?	?	?	?	0%	?	?	15µM*	3%
COc1cccc(-c2nnc(SCC(=O)OC(C)C)n2N)c1	-1%	6	1%	2%	0%	-3%	-4%	5%	?	-2%	-9%
CC(CCc1ccccc1)NC(=O)CCC(=O)N1CCC(C(=O)O)CC1 (centres undefined)	1%	13	3%	-9%	-10%	-2%	-7%	5%	16%	-2%	-3%
CCn1c(CNC(=O)c2ccccc2Br)nnc1SCC(=O)Nc1nncs1	18%	-6	7%	-22%	-6%	2%	-3%	13%	1%	0%	2%
O=C(Nc1ccc(Cl)cn1)c1ccccc1[N+](=O)[O-]	6%	-11	-24%	-1%	7%	1%	-3%	-2%	-4%	-13%	?
CCCCCCn1c(N2CCCC2)nc2c1c(=O)n(C)c(=O)n2C	3%	-1	-2%	-12%	?	-6%	3%[11.5 µM]	-5%	?	-4%	-4%
CCC1(C)C(Nc2c(C)cccc2C)=NC(=S)N1c1ccc(NC(C)=O)cc1 (centres undefined)	-1%	-6	-2%	?	44%	-12%	24%	4%	6%	6%	?
Cc1ccc(N(C(C)C(=O)Nc2c(C)n(C)n(-c3ccccc3)c2=O)S(C)(=O)=O)cc1C (centres undefined)	7%	2	-4%	21%	2%	3%	-4%	-2%	-1%	-1%	-3%
O=C(O)c1cccc(Oc2ccc([N+](=O)[O-])cc2)c1	0%	2	-3%	9%	11%	2%	-17%	-5%	30%	-5%	28%
COc1ccc(/C=N/NC(=O)c2cc(-c3ccccc3)nc3ccccc23)c(OC)c1	-8%	27	3%	37%[activator]	?	-4%	nt	12%	12µM*	17µM*	-8%
Cc1ccc(S(=O)(=O)N2CCCN(S(=O)(=O)c3ccc(C(F)(F)F)cc3)CC2)cc1	-8%	-41	-1%	20%	-17%	-19%	4%	-1%	?	3%	2%
COc1cc2cc(Oc3ccc4ccc(=O)oc4c3)c(=O)oc2cc1OC(=O)C=C(C)C	-2%	nt	1%	nt	11%	-7%	-9%	-4%	-35%	-3%	0%
C=CCn1c(Cc2cccs2)nnc1SCC(=O)Nc1ccc(OC)c(OC)c1	-3%	-9	-2%	16%	24%	-3%	-1%	-4%	-10%	2%	1%
COc1ccc(C[C@](C)(N)C(=O)O)cc1OC	7%	7	2%	nt	nt	nt	nt	-3%	9%	-1%	nt
O=C(Nc1nnc(-c2ccccc2Cl)s1)c1ccccc1F	11%	1	3.2µM*	?	-14%	-1%	nt	4µM*	?	-13%	11%
CCN(CC)C(=O)COc1ccc(/C(C)=N/NC(=O)c2ccccc2-n2cccc2)cc1	-1%	1	-5%	nt	-15%	4%	-4%	5%	2%	1%	2%
CC(C)Nc1nc(-c2ccccc2)nnc1-c1ccccc1	-3%	-1	-6%	?	-2%	-8%[10 µM]	-2%	-3%	?	2%	2%
COc1cccc(-c2ncc3ccccc3c2COC(=O)c2ccccc2C(=O)O)c1	9%	-36	-1%	nt	nt	nt	nt	-1%	1%	-3%	nt
COc1ccccc1OCCn1nnc2ccccc21	-1%	15	?	-20%	-2%	14%	2%[11.5 µM]	?	?	?	-5%
O=C(CCN1C(=O)/C(=C/c2ccccc2)SC1=S)N1CCCCCC1	-13%	-1	-14%	3%	?	?	nt	-9%	?	?	4%
COCCN(C(=O)CSc1nc2ccc(OC)cc2[nH]1)c1c(N)n(Cc2ccccc2)c(=O)[nH]c1=O	-2%	-2	1%	nt	nt	nt	nt	-4%	8%	-3%	nt
CCOC(=O)c1sc(=NC(=O)c2ccccc2Br)n(C)c1C	2%	12	?	nt	11%	10%	nt	?	?	2.1µM*	4%
CC1CCN(S(=O)(=O)c2ccc3c(c2)oc(=O)n3C)CC1	-2%	-3	-1%	2%	4%	-4%	nt	10%	?	3%	0%
COC(=O)/C=C1\SC(=NC(=O)c2ccc(C)cc2)NC1=O	2%	2	4%	?	?	?	0%	13%	0%	?	nt
C=CCNc1c2c(nc3ncnn13)CC(C)CC2 (centres undefined)	-3%	-14	-2%	-3%	2%	-16%	28%	7%	-6%	2%	-1%
CCc1nnc(NC(=O)CSc2nc3ccccc3s2)s1	0%	-7	1%	-24%	-35%	5%	1%	1%	12%	-18%	?
CCn1c(Cc2ccccc2)nnc1SCC(=O)NC1CCCC1	5%	-13	-3%	1%	-2%	4%	2%	-1%	5%	3%	-1%
COc1ccc(S(=O)(=O)N2CCN(c3nn(C)c(=O)n(C)c3=O)CC2)cc1	10%	-3	-2%	nt	nt	nt	nt	0%	?	2%	nt
CC1(C)OC(=O)C(=NNc2ccc(Cl)cc2)C(=O)O1	-9%	5	-1%	0%	14%	-16%	-4%	9%	?	?	?
COc1ccc(NS(=O)(=O)c2cccc(C(=O)OCC(=O)Nc3cc(C)on3)c2)cc1	0%	7	1%	15%	17%	-10%	-6%	-8%	3%	-2%	-8%
COc1ccc(N2CCN(C(=O)CSc3ccccc3)CC2)cc1	7%	12	nt	-11%	8%	16%	7%	nt	nt	-24%	1%
COc1nc(C)cc(C)c1S(=O)(=O)c1ccccc1C	10%	-10	-2%	7%	1%	11%	nt	0%	5%	0%	-10%
Cc1cccc([C@@H]2[C@@H]3C(=O)N(Cc4ccccc4)C(=O)[C@@H]3[C@]3(CC(C)C)C(=O)N(c4cccc(Cl)c4)C(=O)N23)c1	0%	-12	-5%	-6%	-13%	-2%	-1%	-4%	5%	-1%	-8%
CCCCOc1cccc(C2C(C(=O)c3ccc(C)o3)=C(O)C(=O)N2c2nnc(C)s2)c1 (centres undefined)	-1%	-24	0%	?	nt	nt	-1%	-1%	-6%	-2%	111%[activator]
COc1ccc(N2CCN(CC(O)COc3c(OC)cccc3OC)CC2)cc1 (centres undefined)	-3%	-4	-2%	-23%	-14%	5%	nt	-11%	15%	-1%&-7%	-6%
CN(C)CCC(=O)N1c2ccccc2Sc2ccc(C(F)(F)F)cc21	-7%	-9	-4%	2%	-27%	-7%	-3%[11.5 µM]	-2%	4%	1%	-10%
CCOC(=O)CSc1nnc(Cc2ccc(OC)cc2)n1-c1ccccc1	-1%	-4	11%	-11%	?	0%	-13%	-4%	19%	1%	-5%
COc1ccc(OC)c(NC(=O)CSc2nc(N)c(-c3ccccc3)c(=O)[nH]2)c1	-3%	-1	-8%	1%	17%	-9%	-1%	0%	4%	3%	0%
Cc1ccc2[nH]c(=O)c(CN(CC3CCCO3)S(=O)(=O)c3cccc4nsnc34)cc2c1 (centres undefined)	3%	-21	-3%	-6%	3%	-2%	-2%	-4%	?	3%	?
NS(=O)(=O)c1ccc(-c2ccc(/C=C3\SC(=S)N(C4CCS(=O)(=O)C4)C3=O)o2)cc1 (centres undefined)	-6%	-4	-12%	nt	-14%	0%	6%	-18%	?	3%	?
O=C(COc1ccccc1)c1cn(CC(=O)N2CCCC2)c2ccccc12	-4%	-8	-1%	2%	10%	-6%	0%	-2%	0%	21µM*	-1%
NNc1nc(-c2ccccc2)nc2sc3c(c12)CCCC3	12%	-5	3.5µM*	21%	?	?	-2%	2.2µM*	?	0.54µM*	?
COc1ccc(CCn2c(O)c(C3=c4ccccc4=NC3=O)sc2=S)cc1OC	-2%	-8	-1%	25%	-8%	2%	1%	7%	-4%	-2%	-5%
CCOc1ccccc1N(CC(=O)NC1CCCCC1)C(=O)c1nsc(Cl)c1Cl	-3%	4	-8%	-17%	9%	24%	-6%	-2%	?	-1%	41%[activator]
